Source: PubChem BioAssay (Sanford-Burnham Center for Chemical Genomics)
hIAP activ = increases human intestinal alkaline phosphatase activity; AID 2524; purified human IAP, CDP-Star luminescence, 30 min; hits give high values; 1 = vehicle-only enzyme, 0 = enzyme-free background; 330,000 compounds, 0.16% hits; P09923; activation factor at 10 µM;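 active = activation factor of the enzyme at least 2-fold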; note: the source names both 10 and 20 µM as test concentration; values of inactives mirror those of a sister screen read the other way
Target sequence (P09923 whole entry, looked up): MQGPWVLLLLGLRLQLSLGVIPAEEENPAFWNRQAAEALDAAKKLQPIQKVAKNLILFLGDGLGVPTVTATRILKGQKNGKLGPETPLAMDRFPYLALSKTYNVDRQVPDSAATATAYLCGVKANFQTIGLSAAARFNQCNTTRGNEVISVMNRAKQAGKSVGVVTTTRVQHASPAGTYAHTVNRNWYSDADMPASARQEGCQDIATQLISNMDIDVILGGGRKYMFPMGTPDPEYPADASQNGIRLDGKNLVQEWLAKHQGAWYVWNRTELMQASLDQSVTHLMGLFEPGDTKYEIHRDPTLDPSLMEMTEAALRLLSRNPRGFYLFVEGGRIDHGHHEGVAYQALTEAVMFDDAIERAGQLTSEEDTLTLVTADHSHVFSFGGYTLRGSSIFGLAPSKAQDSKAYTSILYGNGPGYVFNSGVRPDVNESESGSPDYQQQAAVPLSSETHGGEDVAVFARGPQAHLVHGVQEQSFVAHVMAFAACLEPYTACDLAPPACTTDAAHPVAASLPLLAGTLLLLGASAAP
APOBEC3G inh = blocks human APOBEC3G single-stranded DNA deamination; 330,000 compounds, 0.28% hits; inhibition, % at 20 µM; recombinant A3G, ssDNA deamination FAM/TAMRA fluorescence; AID 493012;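 active = inhibition of at least 40% at 20 µM, with no more than 30% in the related APOBEC3A deaminase screen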;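 note: plate controls were DMSO wells with A3G for no effect and wells lacking A3G enzyme for full effect; some compounds called inactive have numbers as strong as hits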
NALP3 yeast inh = blocks the NALP3 inflammasome reconstituted in yeast. Yeast reconstituted NLRP3/ASC/caspase-1, beta-gal luminescence, 24 h. inhibition, % at 10 µM. 330,000 compounds, 0.39% hits. AID 2825;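 active = inhibition of 50% or more; inactive = inhibition below 50%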;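 note: plate controls were induced DMSO wells for no effect and uninduced yeast grown without galactose for full effect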
APOBEC3A inh = human APOBEC3A DNA deaminase inhibition | P31941 | recombinant A3A, FAM/TAMRA ssDNA deamination fluorescence | inhibition, % at 20 µM | 330,000 compounds, 0.41% hits | AID 493011;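 active = at least 40% inhibition at 20 µM here, with at most 30% in a related deaminase screen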;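 note: plate controls were A3A with DMSO for no effect and wells lacking A3A enzyme for full effect; some results filed as inactive read as strong as hits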
Target sequence (P31941 whole entry, looked up): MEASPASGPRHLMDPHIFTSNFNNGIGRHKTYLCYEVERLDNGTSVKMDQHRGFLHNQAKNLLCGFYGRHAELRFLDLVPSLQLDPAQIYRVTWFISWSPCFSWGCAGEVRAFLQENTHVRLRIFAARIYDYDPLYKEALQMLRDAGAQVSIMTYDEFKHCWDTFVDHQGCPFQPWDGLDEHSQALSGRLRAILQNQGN
SENP1 FRET inh = SENP1 (human) catalytic domain inhibition; inhibition, % at 10 µM; recombinant SENP1 catalytic domain, CyPet-SUMO1-YPet FRET cleavage; AID 624204; 360,000 compounds, 0.21% hits;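 active = inhibition at least 30% at 10 µM, raw YFP signal under a set limit, fluorescence ratio 0.5 to 1.5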;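 note: 0% = enzyme with DMSO and 100% = no enzyme wells; some results filed as inactive read as strong as hits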
Target sequence (Q9P0U3 419-644 limits assumed): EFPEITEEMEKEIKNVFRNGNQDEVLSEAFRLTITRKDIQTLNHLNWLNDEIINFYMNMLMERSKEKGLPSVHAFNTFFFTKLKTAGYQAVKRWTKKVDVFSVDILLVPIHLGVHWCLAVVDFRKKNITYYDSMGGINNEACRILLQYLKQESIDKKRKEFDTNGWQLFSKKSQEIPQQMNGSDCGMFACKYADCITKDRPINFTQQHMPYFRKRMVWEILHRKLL
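System: Recombinant human SENP1 catalytic domain, His6-tagged | Incubation: Enzyme reaction for 50 min at room temperature, dark | Medium: Tris pH 8 with BME, BSA, NP40 and catalase | Also added: 25 nM SUMO1 FRET substrate | Compound: 10 µM single point, 0.5% DMSO | Measured by: FRET fluorescence in CFP and YFP emission channels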
hIAP block = human IAP inhibition; purified IAP, CDP-Star luminescence, 30 min; inhibition, % at 10 µM; 330,000 compounds, 0.12% hits;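 active = inhibition reaching a set limit with compound at 10 µM in the primary screen, cut at about 35% in these data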;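 note: plate controls were DMSO wells with enzyme for no effect and no-enzyme buffer wells for full effect; values of inactives mirror those of a sister screen read the other way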
beta cell repl = MIN6 beta-cell proliferation induction; 330,000 compounds, 0.29% hits; MIN6 cells proliferation, ATPlite luminescence, 48 h; cells starved in 0.2% serum; 100% = growth in 10% serum; proliferation, % at 10 µM;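 active = compounds whose signal lies at least 3.5 SD above the mean of all wells on their plate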;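 note: 0% = DMSO-treated cells in low-serum medium and 100% = 10% serum control; some compounds called inactive have numbers as strong as hits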
mIAP inh = mouse IAP inhibition | purified mouse IAP, CDP-Star luminescence, 30 min | inhibition, % at 10 µM | 330,000 compounds, 0.2% hits | AID 2806;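 active = inhibition of at least 40% at 10 µM in the primary screen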;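 note: plate controls were DMSO with enzyme for no effect and no enzyme wells for full effect; values of inactives mirror those of a sister screen read the other way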
mIAP activ = mouse IAP activation | 330,000 compounds, 0.24% hits | muIAP, CDP-Star luminescence, 30 min; hits give high values; 1 = vehicle-only enzyme signal, 0 = enzyme-free wells | activation factor at 10 µM;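 active = activation factor of at least 2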; note: the source names both 10 and 20 µM as test concentration; values of inactives mirror those of a sister screen read the other way
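Assay system: mouse IAP enzyme; reagent: chemiluminescent substrate CDP-Star; dosing: test compounds delivered from DMSO solution; schedule: 30 min at room temperature; measured by: luminescence from enzymatic CDP-Star hydrolysis; controls: DMSO-only wells and no-enzyme negative control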
The depositor's hits bear a star; . = not tested or not shown. These rows are one share of the data; count on the stated rates, not on these rows.

SMILES | hIAP activ | APOBEC3G inh | NALP3 yeast inh | APOBEC3A inh | SENP1 FRET inh | hIAP block | beta cell repl | mIAP inh | mIAP activ
O=C(O)c1ccc(Nc2nc(-c3cccnc3)nc3ccccc23)cc1 | 0.94 | -6 | 22 | -3 | . | 6 | 5 | -2 | 1
COc1ccc(/C=N/NS(=O)(=O)c2ccc(C)cc2)cc1 | 1.1 | -10 | 31 | -2 | 1 | -14 | -1 | 1 | 0.99
O=S(=O)(c1ccc(Br)s1)N1CCc2ccccc2C1 | 1.1 | -2 | 6 | 0 | 2 | -13 | -1 | 10 | 0.91
O=C1NC(Cc2ccccc2)c2nc3ccc(Br)cc3c(=O)n2-c2cc(Cl)ccc21 (configuration not stated) | 0.9 | -7 | -2 | -2 | . | 10 | -4 | 4 | 0.96
Cc1ccc[n+](C(C)C(=O)Nc2ccc(C)c([N+](=O)[O-])c2)c1 (configuration not stated) | 0.99 | 1 | 1 | 1 | 2 | 1 | -1 | 4 | 0.96
Cc1ccccc1OCCC(=O)N(CC(=O)Nc1ccccc1C(F)(F)F)Cc1ccco1 | 1.1 | -7 | 3 | 1 | -7 | -13 | -1 | 2 | 0.98
CCCN(CC(=O)Nc1ccc(F)c(F)c1F)CC(=O)Nc1c(C)n(C)n(-c2ccccc2)c1=O | 1.3 | -8 | 8 | -3 | 1 | -29 | -1 | -1 | 1
O=[N+]([O-])c1ccc(COc2ncnc3ccccc23)cc1 | 0.98 | -3 | 1 | -10 | 1 | 2 | -2 | -8 | 1.1
CCCCOCCCNC(=O)c1cccs1 | 1.6 | 0 | 16 | 3 | 2 | -57 | -3 | -8 | 1.1
Cc1ccc2c(c1)N(C(=O)c1ccco1)C(C)(C)c1ssc(=S)c1-2 | 0.89 | -7 | 21 | 0 | 12 | 11 | -3 | 16 | 0.84
COc1ccc(Cl)cc1NC(=O)CN(C)CC(=O)Nc1ccc(Br)cc1 | 1.1 | -5 | 6 | -2 | 2 | -7 | -4 | -6 | 1.1
O=C(O)CSCC(=O)Nc1ccc(S(=O)(=O)N2CCCCC2)cc1 | 1 | -4 | -7 | 1 | 1 | -1 | -1 | -9 | 1.1
Cn1c(N)c(S(=O)(=O)NCc2ccccc2)c(=O)n(C)c1=O | 1.5 | 14 | 31 | 0 | -2 | -50 | -4 | -8 | 1.1
CC1=CCC2([N+](=O)[O-])CN(CC(=O)O)CC1([N+](=O)[O-])C2 (configuration not stated) | 1.2 | -3 | -11 | -2 | 1 | -19 | -1 | 4 | 0.95
COc1ccc(CN(C(=O)c2ccc3c(c2)OCCO3)C(C(=O)NC2CCCCC2)c2ccc3ncccc3c2)cc1 (configuration not stated) | 0.95 | 6 | 19 | 2 | 2 | 5 | -3 | -7 | 1.1
COc1cc(CCCN2C(=O)C(=O)NC[C@@H]2C(C)O)cc(OC)c1OC (some centres not stated) | 1.1 | -6 | 6 | -1 | 2 | -5 | 3 | -4 | 1
CCCNc1nc(OCC(F)(F)F)nc(OCC(F)(F)F)n1 | 1 | 1 | 16 | 3 | 2 | -1 | 0 | -7 | 1.1
CCCS(=O)(=O)n1nc(-c2ccccc2)cc1N | 0.89 | -1 | 20 | 0 | 4 | 11 | -2 | 15 | 0.85
Cc1ccc(-c2csc(NC(=S)NC(=O)c3cccs3)n2)cc1 | 1.1 | -7 | 8 | 1 | 2 | -8 | 0 | 23 | 0.77
CCOC(=O)CN(C(=O)CNC(=O)c1cccs1)C(C(=O)NC1CCCCC1)c1cccnc1 (configuration not stated) | 0.99 | -5 | 9 | -1 | -3 | 1 | 0 | -2 | 1
O=C(CN(Cc1ccc(F)cc1)C(=O)c1csnn1)NC1CCCC1 | 0.93 | -2 | 10 | 2 | 1 | 7 | 0 | 6 | 0.94
CN1CCN(C(=O)CCc2nc3ccccc3c(=O)[nH]2)CC1 | 1.1 | -3 | 5 | 5 | -2 | -6 | -1 | -6 | 1.1
CC(C)Cn1c(SC(C)C(=O)Nc2ccc(N3CCOCC3)cc2)nc2ccccc21 (configuration not stated) | 0.95 | -2 | 9 | 0 | -2 | 4 | -4 | 8 | 0.92
Cc1ccc(OCCC(=O)N(CCC(C)C)c2c(N)n(Cc3ccccc3)c(=O)[nH]c2=O)cc1 | 1.1 | -10 | 13 | -3 | -5 | -8 | -5 | -5 | 1
CC(=O)c1ccc(NC(=O)C(C)OC(=O)CCN=C2NS(=O)(=O)c3ccccc32)cc1 (configuration not stated) | 1.1 | -9 | 21 | 6 | 1 | -10 | -1 | -4 | 1
The list goes on.
SMILES | hIAP activ | APOBEC3G inh | NALP3 yeast inh | APOBEC3A inh | SENP1 FRET inh | hIAP block | beta cell repl | mIAP inh | mIAP activ
O=C(Nc1ccc2c(c1)CCC2)Nc1ccccc1Cl | 0.92 | 3 | 33 | 8 | 0 | 8 | -6 | -66 | 1.7
COC(=O)c1ccccc1NC(=O)CCCCCn1nnc2ccccc2c1=O | 0.97 | -11 | 22 | -3 | 1 | 3 | 2 | 2 | 0.97
O=C1CC(C(=O)O)C2(CCCC2)O1 (configuration not stated) | 0.86 | -4 | 7 | 1 | 1 | 14 | -1 | 8 | 0.92
CN(CC(=O)NC1CCCCC1)S(=O)(=O)c1ccc2c(c1)c(=O)n(C)c(=O)n2C | 1.2 | 5 | 7 | 11 | 0 | -18 | -4 | -2 | 1
CC(=O)c1c(C)[nH]c(C(=O)Nc2nccs2)c1C | 1.1 | -2 | 4 | 3 | 0 | -8 | -2 | 13 | 0.87
CCOC(=O)c1ccc(NC(=O)CN(C)S(=O)(=O)c2ccc(OC)cc2)cc1 | 0.91 | -4 | 8 | -3 | 0 | 9 | -1 | -1 | 1
CC(C)CCNC(=O)C1CC(c2ccc(C(F)(F)F)cc2)=NO1 (configuration not stated) | 1 | 17 | 40 | 3 | 1 | 0 | -4 | -9 | 1.1
Cc1csc(NC(=O)CN2CCCCCC2)n1 | 1 | -4 | 6 | -6 | 2 | 0 | 0 | -6 | 1.1
COc1ccc(NC(=O)CCNC(=O)c2ccco2)cc1S(=O)(=O)N(C)C | 0.82 | -8 | 9 | 11 | 0 | 18 | 0 | -8 | 1.1
Cc1ccc(C)c(N2CCN(C(=O)CCCCCn3c(=S)[nH]c4ccc(N5CCOCC5)cc4c3=O)CC2)c1 | 0.87 | -4 | 17 | -3 | -42 | 13 | -5 | 5 | 0.95
Cc1cnc(C(=O)Nc2ccc(N3CCCCC3)cc2)cn1 | 1 | -2 | 19 | 0 | 4 | -1 | -4 | 2 | 0.98
CNC(=O)N/N=C(\N)c1ccccn1 | 1.1 | -3 | 13 | -2 | 0 | -8 | -3 | -11 | 1.1
CC1(C)CC(=O)C(C=Nc2ccc3c(c2)OCO3)=C(O)C1 | 1 | -8 | 15 | -5 | -4 | -5 | -2 | -23 | 1.2
Cc1nn(-c2ccccc2)c(C)c1[N+](=O)[O-] | 1 | -4 | 9 | -1 | 0 | -1 | 0 | -5 | 1.1
CC(C)C(=O)Nc1cccc(C(=O)NCCc2ccc(S(N)(=O)=O)cc2)c1 | 1 | -7 | 16 | -3 | 1 | 0 | -3 | -3 | 1
COc1cccc(NC(=O)COC(=O)CCCC2=NS(=O)(=O)c3ccccc3N2)c1 | 1.1 | 0 | 8 | -2 | 3 | -7 | -2 | 4 | 0.96
COc1ccc(NC(=O)COC(=O)CCSc2ccccc2)cc1 | 1.2 | 3 | 7 | 0 | 2 | -22 | -5 | -11 | 1.1
CCn1cc([N+](=O)[O-])c(C(=O)N2CCCCCC2)n1 | 1.1 | -7 | 12 | 0 | 2 | -8 | -1 | -4 | 1
Cc1ccccc1Nc1nnc(SCC(=O)NC(=O)Nc2ccc3c(c2)OCCO3)s1 | 0.93 | -9 | 3 | -1 | . | 7 | 0 | 5 | 0.95
Cc1ccc2nc(SCC(=O)Nc3ccc(C)c(Cl)c3)nc(=O)n2c1 | 1.1 | -7 | -3 | -2 | 1 | -5 | -5 | 3 | 0.97
O=C(O)c1ccccc1-c1ccc(/C=C2\SC(=O)N(c3ccccc3)C2=O)o1 | 0.98 | 2 | 14 | 6 | -34 | 2 | 0 | 20 | 0.8
COc1ccc(C2CC(c3cccs3)=NN2C(=O)CN2CCCCC2)cc1 (configuration not stated) | 0.95 | -5 | 8 | 1 | -3 | 5 | 1 | 0 | 1
COc1ccc(/C(N)=N/OC(=O)N2CCOCC2)cc1 | 1.1 | -7 | 10 | -5 | 0 | -12 | -4 | 10 | 0.9
Cc1ccc(-n2c(-c3ccccc3)cc(=O)nc2C)cc1 | 1.1 | -6 | 14 | -5 | 0 | -7 | 0 | 3 | 0.97
CCOc1ccccc1/C=N/NC(=O)c1c(C)nc2ccc(Br)cn12 | 1.1 | 2 | 11 | 7 | -2 | -9 | -3 | 4 | 0.96
CC(=O)Cc1nsc(NC(=O)c2cc(-c3ccc(Cl)c(Cl)c3)oc2C)n1 | 0.94 | -6 | 0 | -3 | -6 | 6 | -2 | 13 | 0.87
Cc1ccc(S(=O)(=O)N2CCOCC2)cc1NC(=O)CSc1nnc2cc(C)c3ccccc3n12 | 0.91 | -1 | 11 | 5 | 0 | 9 | 0 | 3 | 0.97

Looked up one by one from above, three records:
SMILES | hIAP activ | APOBEC3G inh | NALP3 yeast inh | APOBEC3A inh | SENP1 FRET inh | hIAP block | beta cell repl | mIAP inh | mIAP activ
CN(CC(=O)NC1CCCCC1)S(=O)(=O)c1ccc2c(c1)c(=O)n(C)c(=O)n2C | 1.2 | 5 | 7 | 11 | 0 | -18 | -4 | -2 | 1
CC(C)CCNC(=O)C1CC(c2ccc(C(F)(F)F)cc2)=NO1 (configuration not stated) | 1 | 17 | 40 | 3 | 1 | 0 | -4 | -9 | 1.1
Cc1cnc(C(=O)Nc2ccc(N3CCCCC3)cc2)cn1 | 1 | -2 | 19 | 0 | 4 | -1 | -4 | 2 | 0.98

Single records, as listed above:
Profile of Cc1ccc(C)c(N2CCN(C(=O)CCCCCn3c(=S)[nH]c4ccc(N5CCOCC5)cc4c3=O)CC2)c1 : hIAP activ: 0.87; APOBEC3G inh: -4; NALP3 yeast inh: 17; APOBEC3A inh: -3; SENP1 FRET inh: -42; hIAP block: 13; beta cell repl: -5; mIAP inh: 5; mIAP activ: 0.95
Profile of Cc1nn(-c2ccccc2)c(C)c1[N+](=O)[O-] : hIAP activ: 1; APOBEC3G inh: -4; NALP3 yeast inh: 9; APOBEC3A inh: -1; SENP1 FRET inh: 0; hIAP block: -1; beta cell repl: 0; mIAP inh: -5; mIAP activ: 1.1
